Compound activity: PubChem BioAssay, National Center for Advancing Translational Sciences (NCATS)
AmpC inh det = Promiscuous and Specific Inhibitors of AmpC Beta-Lactamase (assay with detergent) | Potency, µM (doses to about 28.7 µM), for inactives: at the highest dose activity change, negative = inhibition | purified AmpC, nitrocefin hydrolysis with detergent | actives 0.09% (n = 71,000); active = well fitted curve in the direction sought with a large enough effect; inconclusive = small, poorly fitted or top-dose-only effect
Target sequence (P00811 whole entry, looked up): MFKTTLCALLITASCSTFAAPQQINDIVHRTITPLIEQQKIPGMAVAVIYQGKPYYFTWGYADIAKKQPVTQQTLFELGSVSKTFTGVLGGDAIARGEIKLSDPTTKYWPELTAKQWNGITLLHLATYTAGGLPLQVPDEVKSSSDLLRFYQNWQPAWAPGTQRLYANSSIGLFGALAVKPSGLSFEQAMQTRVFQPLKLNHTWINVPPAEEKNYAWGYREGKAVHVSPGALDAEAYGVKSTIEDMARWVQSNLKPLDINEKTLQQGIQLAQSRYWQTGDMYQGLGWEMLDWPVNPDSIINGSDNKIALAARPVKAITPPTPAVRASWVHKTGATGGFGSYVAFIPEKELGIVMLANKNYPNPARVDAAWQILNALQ
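E. coli AmpC (5.3 nM) in 20 mM phosphate pH 7.0 with 0.01% Triton X-100, preincubated 15 min RT with compound; nitrocefin (2 uL of 800 uM stock) hydrolysis followed by 480 nm absorbance every 20 s over 4 min.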
* = called active by the depositor; ? = inconclusive; & = joins results of further samples; [ ] = another dose, or the depositor's remark. % is set by controls: 0 for no effect and ±100 for the full control effect; potency is the fitted concentration of half-maximal effect. Not all compounds are listed. The share of hits here may be higher or lower than overall.

molecule,AmpC inh det
c1ccc(CNc2ccc3ccccc3n2)nc1,15%
CC1CCN(S(=O)(=O)c2cn(CC(=O)N3CCN(C)CC3)c(=O)c3ccccc23)CC1,0%
O=C(NC1CCN(Cc2ccccc2)CC1)c1ccc(I)cc1,-2%
CCCC(O)(CCN1CCOCC1)c1ccc(Br)cc1 (configuration not stated),1%
COc1cccc(OCc2nnc(SCC(=O)OCc3ccccc3)o2)c1,-9%
CC1C2CC(CC1(C)C)N(C(=O)Nc1ccc3nccnc3c1)C2 (configuration not stated),-5%
COc1nc(NCc2ccc(Cl)cc2)nc(OC)n1,-2%
N#CC1=C(N)SC(N)=C(C#N)C1Cc1ccccc1,7%
CCc1nc(C)cn1S(=O)(=O)c1ccc(Cl)c(Cl)c1Cl,7%
O=C(c1cnn2c(C(F)(F)F)cc(-c3ccccc3)nc12)N1CCOCC1,8%
Cc1ccccc1NC(=O)C1CCCN1S(=O)(=O)c1cccc2cccnc12 (configuration not stated),10%
COCc1nnc(NS(=O)(=O)c2ccc(NC(C)=O)cc2)s1,-6%
COc1ccc(CCNC(=O)c2cc(-c3cc(C)c(C)cc3O)n[nH]2)cc1OC,-3%
CS(=O)(=O)c1nc(-c2cccs2)cc(C(F)(F)F)n1,9%
Cc1cccc(-n2c(O)c(C=NCCCN3CCOCC3)c3ccccc3c2=O)c1,0%
COc1ccc2cc3c(N)c(C(=O)N4CCCC4)sc3nc2c1,-3%
O=C1CCc2cc(S(=O)(=O)NCCC(=O)N3CCN(c4cccc(Cl)c4)CC3)ccc2N1,-1%
FC(F)(F)COc1nc(OCC(F)(F)F)nc(N2CCN(c3ccccc3)CC2)n1,-2%
Cc1cccc(OCc2nc(C#N)c(NCCN(C)C)o2)c1,10%
Nc1cc(-c2nn[nH]n2)ccc1F,11%

Given with each value named: 4 of the compounds above.
O=C1CCc2cc(S(=O)(=O)NCCC(=O)N3CCN(c4cccc(Cl)c4)CC3)ccc2N1
- AmpC inh det: -1%

FC(F)(F)COc1nc(OCC(F)(F)F)nc(N2CCN(c3ccccc3)CC2)n1
- AmpC inh det: -2%

Cc1cccc(OCc2nc(C#N)c(NCCN(C)C)o2)c1
- AmpC inh det: 10%

Nc1cc(-c2nn[nH]n2)ccc1F
- AmpC inh det: 11%

(continued)
molecule,AmpC inh det
Cc1ccccc1C,6%&7%
CCC(C)(C)NC(=O)C1CCN(c2nc(C)cc(C)n2)CC1,-2%
CCC1(C)Cc2c(sc3nc(SCC(=O)O)[nH]c(=O)c23)CO1 (configuration not stated),6%
COC(=O)[C@@H]1C[C@H]1[C@@H](NC(=O)OCc1ccccc1)c1ccccc1,-2%
Fc1ccc(COc2ccc(/C=N/n3cnnc3)cc2)cc1,1%
O=C(Nc1nnc(-c2ccco2)s1)C1CC1,20%
Cc1ccc(NC(=O)c2nc[nH]c2C(=O)N2CCCCC2)c(C(=O)c2ccccc2)c1,-3%
COc1ccc(C2C(C(=O)N3CCOCC3)=C(C)NC3=C2C(=O)CC(C)(C)C3)c(OC)c1 (configuration not stated),-1%
COc1ccccc1-c1cc(C(=O)N2CCN(c3ccccc3OC)CC2)no1,-5%
Cc1cn2c(-c3ccc(Cl)cc3)nnc2s1,5%
Cc1noc(C)c1CSc1nc2ccccc2c(=O)n1-c1ccccc1,-4%
COc1cccc(C2NC(=O)NC(C)=C2C(=O)Nc2cc(OC)ccc2OC)c1 (configuration not stated),7%
CCN(CC)C(=O)Oc1ccc2c(=O)c(-c3ccc(OC)cc3)c(C)oc2c1,-6%
CCOC(=O)c1cc(S(=O)(=O)N2CCN(C(=O)OCC)CC2)cn1C,-2%
CCn1c(SCC(=O)Nc2ccccc2N2CCOCC2)nnc1-c1ccccc1,-5%
C=CCN1C(=O)C(CC(=O)O)SC1=Nc1c(C)n(C)n(-c2ccccc2)c1=O (configuration not stated),-3%
O=c1oc2ccccc2n1CCCCCn1c(=O)oc2ccccc21,-2%
O=C(CSc1ccc2nnc(-c3ccc(F)cc3)n2n1)N1CCOCC1,14%
Cc1c2cccc(Sc3ccccc3)c2c2c3c(cccc13)[S+](c1ccccc1)C2 (configuration not stated),-1%[5.75 µM]
CCn1c(N)c(C(=O)Nc2ccccc2C(=O)OC)sc1=S,-1%
CCOC(=O)c1[nH]c2ccc(C)cc2c1NC(=O)CN1CCCCC1,15%
CC1CCN(C(=O)c2cc(-c3ccccc3O)on2)CC1,0%
COc1ccc(CNc2ncncc2-c2ccccc2OC)c(OC)c1,7%
CC(C)Oc1ccc(C2C(C(=O)c3ccco3)=C(O)C(=O)N2Cc2cccnc2)cc1 (configuration not stated),-2%
Cn1c(SCC(=O)N2CCc3ccccc32)nc2cccnc21,-5%
CSc1ccccc1NC(=O)c1ccccc1N(C)S(C)(=O)=O,-1%
COCc1nnc(NC(=O)CS(=O)(=O)Cc2ccccc2)s1,-6%
Cc1nc2ccc(C(=O)c3ccccc3)cc2[nH]1,-1%
CC(C)(C)c1ccc(O)c(CN2CCN(c3ccccc3)CC2)c1,0%
CCOC(=O)N1CCN(C(=O)CCS(=O)(=O)c2ccc(Br)s2)CC1,9%
CC1(C)CC(=O)c2sc(N3CCCCC3)nc2C1,-6%
CC(C)(C)n1ncc2c(=O)n(CC(=O)NCc3ccccc3Cl)cnc21,10%
CCCCOc1cc(=O)[nH]c(=O)[nH]1,-2%
O=C(NCc1ccco1)c1ccc(Cl)c(S(=O)(=O)N2CCOCC2)c1,-4%
CN1C[C@H](C(=O)N[C@]2(C)O[C@]3(O)[C@H]4CCCN4C(=O)[C@H](Cc4ccccc4)N3C2=O)C[C@H]2c3cccc4[nH]cc(c34)C[C@@H]21,-3%[12.8 µM]
CCn1c(SCC(=O)Nc2nc(C)c(C)s2)nnc1-c1ccco1,10%
CCOC(=O)c1ccccc1NS(=O)(=O)c1ccccc1F,-3%
CCN(CC)S(=O)(=O)c1cc(C(=O)OCC(=O)c2ccc3c(c2)NC(=O)CO3)ccc1F,-2%
CCOC(=O)c1cccc(N2C(=O)c3ccccc3S2(=O)=O)c1,-1%
CCOC(=O)Nc1cc2c(cc1C(C)=O)OCO2,-6%
N#Cc1ccccc1OCCN1C(=O)c2ccccc2C1=O,-3%
c1ccc(C(Cc2nc(-c3ccncc3)no2)c2ccccc2)cc1,2%
O=C(CN1CC(=O)Oc2ccccc21)NCc1ccco1,-1%
Ic1ccc(N2CCN(Cc3c[nH]c4ncccc34)CC2)cc1,-2%
O=C(c1cc2nc(-c3ccco3)cc(C(F)(F)F)n2n1)N1CCN(c2ccc(F)cc2)CC1,3%
OC(CN1C2=NCCN2c2ccccc21)c1ccccc1 (configuration not stated),-1%
CCCCn1c(SCC(N)=O)nnc1-c1cc(OC)c(OC)c(OC)c1,-2%
COc1ccc(C)cc1NC(=O)c1cnc2scc(C)n2c1=O,10%
Cn1c(=O)cc(OCC(=O)N2CCN(C3CCCCC3)CC2)c2ccccc21,6%
CC(C)C(=O)NC(C)C(c1cccs1)N1CCOCC1 (configuration not stated),13%
Cn1c(=O)c2c(nc(C(=N)SCC(=O)O)n2C)n(C)c1=O,-2%[5.75 µM]
O=C(O)C1CC=CCC1C(=O)N1CCCC1 (configuration not stated),6%
COc1ccccc1N1CCN(C(=O)CN(c2ccccc2OC)S(=O)(=O)c2ccccc2)CC1,7%
O=C(Nc1ccccc1)N1CCC2(CC1)CCN(C(=O)c1ccncc1)CC2,-1%
Cc1ccccc1-c1nc(CN2CCC(C(=O)NCc3ccco3)CC2)c(C)o1,-5%
CCN1CCCC1CN(Cc1cc2c(C)cc(C)cc2[nH]c1=O)C(=O)NC1CCCCC1 (configuration not stated),15%
CC(C)(C)NCC(O)COc1ccccc1C(C)(C)C (configuration not stated),-1%
CCCCCn1c(CCCNC(=O)CC)nc2ccccc21,9%
CN(C)c1ncc2nc(-c3ccccc3)c(=O)n(C)c2n1,0%
COc1ccc(CNc2ncnc3ccc(-c4ccccc4OC)cc23)c(OC)c1,5%

Reformatted: entries from further up.
SMILES: CCN1CCCC1CN(Cc1cc2c(C)cc(C)cc2[nH]c1=O)C(=O)NC1CCCCC1 (configuration not stated)
  AmpC inh det: 15%
SMILES: CC(C)(C)NCC(O)COc1ccccc1C(C)(C)C (configuration not stated)
  AmpC inh det: -1%

Further results follow:
molecule,AmpC inh det
CCOC(=O)c1ccc(NC(=O)CCc2nc(-c3ccc(Cl)cc3)no2)cc1,0%
COc1cc(C(O)P(=O)(OC2CCCCC2)c2ccc(N(C)C)cc2)cc(OC)c1OC (configuration not stated),1%
Cc1cc(C)n(C(=O)CCCCCC(=O)n2nc(C)cc2C)n1,9%
COc1ccc(C(=O)/C=C/N2CCCCC2)cc1OC,-3%
C/C=C/Cn1c(Br)nc2c1c(=O)n(C)c(=O)n2C,8%
O=C(CC1CCCC1)NCCc1cn2ccccc2n1,7%
COCCN1C(=O)c2ccccc2C(C(=O)NCCN(C)C)C1c1ccc(F)cc1 (configuration not stated),-5%
CC(C)Cn1c(SCC#N)nc2ccccc2c1=O,1%
COc1ccc(S(=O)(=O)N2CCN(CC(=O)Nc3cccc(F)c3)CC2)cc1,1%
COC(=O)N1CCC2(CC1)CCN(c1cccc(-c3ccccc3)c1)CC2,2%
CO[C@]1(NC(=O)CSCC#N)C(=O)N2C(C(=O)O)=C(CSc3nnnn3C)CS[C@H]21,?
COc1ccc(CCNC(=O)CSc2ncnc3c2oc2ccccc23)cc1OC,11%
CCOC(=O)C1=C(O)C(=O)N(c2ccc(S(N)(=O)=O)cc2)C1c1ccccc1 (configuration not stated),2%
CSC1=C(C#N)C(CC(C)C)C2=C(CCCC2=O)N1 (configuration not stated),16%
COC(=O)CSC1=NP(=S)(SCC(=O)OC)N2CCCC2=C1C#N (configuration not stated),14%
C/C(N)=C(/C#N)C(=O)CSc1nnc(COc2ccccc2Cl)o1,-5%
CC(=O)c1cc2c(cc1NC(=O)c1cnc(C)cn1)OCO2,0%
CCc1cc(=O)oc2cc(C)cc(O)c12,9%
N#Cc1c(-c2cccs2)cc(-c2ccccn2)nc1N,-3%
COc1ccc(NC(=O)NC(C)c2ccncc2)cc1OC (configuration not stated),-5%
CC(=O)Oc1ccc2oc(=O)c3c(c2c1)CCCN3C(=O)CN1CCN(c2ncccn2)CC1,-4%
CCOc1ccc2nc3cc(N=Nc4ccc(N)nc4N)ccc3c(N)c2c1,-4%[5.75 µM]
CCCOc1cccc(C2C(C(=O)c3ccco3)=C(O)C(=O)N2CCN(CC)CC)c1 (configuration not stated),-2%
Cc1csc(NC(=O)C2CCCN(S(=O)(=O)c3ccc(Br)s3)C2)n1 (configuration not stated),10%
Cc1cc(=O)n(CC=C(Cl)Cl)c2ccccc12,-1%
CCN(CC)CC(=O)Nc1ccc(C)cc1Br,-2%
CCOC(=O)C1=C(N)OC2=C(C(=O)CC(C)(C)C2)C1c1ccccc1OCC#N (configuration not stated),13%
Cn1c(=O)cc(N2CCCCC2)[nH]c1=O,12%
O=C(CCN1C(=O)c2ccccc2C1=O)Nc1ccc(S(=O)(=O)NC2=NCCCCC2)cc1,-7%
O=C(c1ccc2c(c1)OCO2)n1nnc2ccccc21,15%
COc1cccc(-n2nnc3c(=O)n(CC(=O)N4CCCc5ccccc54)cnc32)c1,-1%
COCCN(CCOC)C(=O)c1cc2sc3ccccc3c2s1,-2%
O=C(NCCCCCNC(=O)c1cccnc1)c1cccnc1,-1%
O=C(NCCCN1CCCCCC1)c1ccc2c(c1)NC(=O)C(N1CCOCC1)S2 (configuration not stated),-6%
Nn1c(SCC(=O)N2CCCc3ccccc32)nnc1-c1ccccc1,-2%
CN(C)C(CNC(=O)c1cccc(S(=O)(=O)N2CC3(C)CC2CC(C)(C)C3)c1)c1ccco1 (configuration not stated),0%
O=C(O)c1ccc(CSc2nnc(COc3ccc(Cl)cc3Cl)o2)cc1,9%
O=C(O)[C@@H]1[C@H](C(=O)O)[C@]2(Cl)C(Cl)=C(Cl)[C@@]1(Cl)C2(Cl)Cl,-5%[5.75 µM]
CC1(C)CCC=[N+]1[O-],-3%
Cc1ccc(C)c(NC(=O)CSc2nnc(-c3ccncc3)n2N)c1,-1%
Cc1ccc(O)c(C(=O)c2cnn(C(=O)Cc3csc(C)n3)c2)c1,-2%
CC1=C(C#N)C(=O)NC(C)(C)C1,11%
COC(=O)CCCC(=O)N1CCOCCN(C(=O)CCCC(=O)OC)CCOCC1,-4%
CN(C)c1ncc2nc(-c3cccs3)c(=O)n(Cc3cccs3)c2n1,0%
COc1cccc(C(N)CC(=O)O)c1 (configuration not stated),5%
Cc1ccnc(NC(=O)COc2ccc3oc4c(c3c2)CCCC4)c1,-6%
CC1(C)CC(=O)C2=C(C1)Oc1ncn(Cc3ccco3)c(=N)c1C2c1ccccc1 (configuration not stated),4%
Cn1c(=O)c2c(SCC(=O)N3CCCc4ccccc43)nc(CC(C)(C)C)nc2n(C)c1=O,10%
COC(=O)c1ccc(C#CC(NP(=O)(c2ccccc2)c2ccccc2)c2ccccc2)cc1 (configuration not stated),0%
O=C1c2ccccc2C(=O)N1Cc1nc(-c2cccnc2)no1,-1%
COC(=O)c1ccc(NC(=O)COc2ccccc2OC)cc1,-1%
COC(=O)c1ccc(CSc2nc3ccccc3s2)o1,-4%
O=C(OCC(=O)c1ccccc1Br)c1ccccn1,1%
